ERG Ets-DNA blk – qHTS for Small Molecule Inhibitors of the ERG Ets/DNA interaction; Potency, µM (doses to about 76.9 µM), for inactives: at the highest dose FP activity, negative = inhibition, actives largely listed as inhibitors; Transcriptional regulator ERG (Homo sapiens), P11308; AID 624246, 2012; fluorescence polarization, His-ERG Ets domain / labelled DNA; actives 0.028% (n = 370,000); active = well fitted inhibition curve with a large enough effect in the polarisation, with a control signal flat; inconclusive = small, poorly fitted or top-dose-only effect, or effect the other way, or a change in a side signal; inactive = no such curve, though single readings can be large or run the other way; the % refers to the polarisation;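 also: polarization taken with two DNA probes labelled with fluorescein and Texas red; potency is read from the fitted curve at half-maximal effect; % of control where 0% means no effect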
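His-tagged ERG Ets domain (1 uM in the protein solution; 300mM KCl, 50mM Tris-HCl, 1mM EDTA, 1mM DTT, pH 7.5) received compound, then a probe mix of 5 nM fluorescein-DNA and 100nM Texas-615-DNA. Fluorescence polarization was read for both dyes.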
Apoferritin bind – qHTS Assay for Identification of Novel General Anesthetics | apoferritin/1-aminoanthracene competitive binding, fluorescence | actives 0.074% (n = 350,000) | Potency, µM (titrated, usually from 77.5 µM), for inactives: at the top dose activity change, negative = displacement, hits mostly inhibitors | Ferritin light chain (Equus caballus), P02791; also: potency is read from the fitted curve at half-maximal effect; % is scaled to controls: 0 for no effect and ±100 for the full control effect; nearly all actives have a fitted effect of over 20% in size
Target sequence (P02791 2-175 limits assumed): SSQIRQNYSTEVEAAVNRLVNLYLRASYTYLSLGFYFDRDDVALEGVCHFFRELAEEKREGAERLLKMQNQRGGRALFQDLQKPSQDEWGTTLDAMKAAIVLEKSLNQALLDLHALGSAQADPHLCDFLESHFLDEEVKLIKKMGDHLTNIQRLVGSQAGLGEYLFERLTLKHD
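Probe: 1-aminoanthracene (50% saturated, PBS). Protein: horse-spleen apoferritin, 10 uM. Incubation: 10 min, room temperature. Detection: 380 nm excitation, 535 nm emission. Analysis: normalized response, four-parameter Hill.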
12-LOX inh – Primary qHTS assay for inhibitors of human arachidonate 12S-lipoxygenase (ALOX12): Round 2; Polyunsaturated fatty acid lipoxygenase ALOX12 (Homo sapiens), P18054; purified 12hLO, xylenol orange hydroperoxide absorbance; Potency, µM (titrated, usually from 108 µM), without a hit: at the top dose activity change, negative = inhibition, most hits filed as inhibitors; actives 1.1% (n = 580,000); also: potency is read from the fitted curve at half-maximal effect; % is scaled to controls: 0 for no effect and ±100 for the full control effect
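Hydroperoxide product was detected by ferrous iron/xylenol orange as the 573 to 405 nm absorbance ratio. Arachidonic acid at 40 uM (final) was turned over for 30 min at room temperature by 150 nM human 12hLO, pH 7.0 Hepes buffer, after 15 min compound preincubation.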
APEX1 inh – qHTS Assay for Inhibitors of the Human Apurinic/apyrimidinic Endonuclease 1 (APE1); DNA repair nuclease/redox regulator APEX1 (Homo sapiens), P27695; recombinant APE1, TAMRA/BHQ-2 abasic DNA cleavage fluorescence; Potency, µM (doses to about 65.8 µM), without a hit: at the top dose activity change, negative = inhibition, most hits filed as inhibitors; actives 0.35% (n = 350,000); AID 2517, 2012;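 also: potency is read from the fitted curve at half-maximal effect; plate controls were vehicle for no effect and reference inhibitor for full effect; nearly all actives have a fitted effect of over 55% in size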
Target sequence (P27695 whole entry, looked up): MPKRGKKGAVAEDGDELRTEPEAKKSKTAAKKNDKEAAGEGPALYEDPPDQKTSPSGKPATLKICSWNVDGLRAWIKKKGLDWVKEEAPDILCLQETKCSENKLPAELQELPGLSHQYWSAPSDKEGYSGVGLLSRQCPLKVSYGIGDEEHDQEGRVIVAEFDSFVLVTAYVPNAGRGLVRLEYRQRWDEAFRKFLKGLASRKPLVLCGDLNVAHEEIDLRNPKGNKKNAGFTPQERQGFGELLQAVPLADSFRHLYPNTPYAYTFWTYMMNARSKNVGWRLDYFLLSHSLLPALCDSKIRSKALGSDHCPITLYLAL
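Enzyme (0.75 nM final) and test compound are incubated 15 min at room temperature before adding 50 nM quenched THF abasic-site duplex. Cleavage dequenches TAMRA, followed at 525/598 nm over three reads one minute apart.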
Pol kappa inh – qHTS for Inhibitors of Polymerase Kappa; purified Pol kappa, fluorescent DNA synthesis assay, 10 min; actives 0.53% (n = 400,000); DNA polymerase kappa (Homo sapiens), Q9UBT6; Potency, µM (titrated, usually from 107 µM), for the others: at the top dose activity, negative = inhibition, hits mostly inhibitors; also: potency is read from the fitted curve at half-maximal effect; % is scaled to controls: 0 for no effect and ±100 for the full control effect
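Enzyme at 10 nM met test compounds for 15 min at room temperature. Substrate addition (50 nM final) began the reaction, which was monitored by fluorescence at 0 and 10 min.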
Pol beta inh – qHTS Assay for Inhibitors of DNA Polymerase Beta | Pol beta primer extension/strand displacement, fluorescence kinetic | P06746 | actives 1.3% (n = 340,000) | Potency, µM (titrated, usually from 114 µM), without a hit: at the highest dose activity change, negative = inhibition, actives largely listed as inhibitors; also: potency is read from the fitted curve at half-maximal effect; % is scaled to controls: 0 for no effect and ±100 for the full control effect
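Values derive from four-parameter Hill fits of normalized kinetic data: reads at 0 and 10 min following addition of 50 nM substrate to 10 nM Pol beta preincubated 15 min with compound.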
POLI inh – qHTS for Inhibitors of Polymerase Iota; Potency, µM (series often up to 115 µM), for inactives: at the top dose activity, negative = inhibition, most hits filed as inhibitors; actives 1% (n = 390,000); AID 588590, 2011; Pol iota fluorescent replication assay, 10 min; also: potency is read from the fitted curve at half-maximal effect
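Pol iota at 10 nM preincubated 15 min with compounds at room temperature; reaction started with fluorescent substrate, 50 nM final. Fluorescence read kinetically at 0 and 10 min; buffer-only wells as negative control.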
TRHR agonist – qHTS for Small Molecule Agonists and Allosteric Enhancers of Human TRH Receptor: Primary Screen for Agonists | AID 493084, 2011 | Thyrotropin-releasing hormone receptor (Homo sapiens), P34981 | activation, % at 2 µM | TRHR cells, calcium flux fluo-8, FDSS agonist mode | actives 0.18% (n = 360,000); in the data active = activation above about 30%; also: 0% is about no effect
Target sequence (P34981 whole entry, looked up): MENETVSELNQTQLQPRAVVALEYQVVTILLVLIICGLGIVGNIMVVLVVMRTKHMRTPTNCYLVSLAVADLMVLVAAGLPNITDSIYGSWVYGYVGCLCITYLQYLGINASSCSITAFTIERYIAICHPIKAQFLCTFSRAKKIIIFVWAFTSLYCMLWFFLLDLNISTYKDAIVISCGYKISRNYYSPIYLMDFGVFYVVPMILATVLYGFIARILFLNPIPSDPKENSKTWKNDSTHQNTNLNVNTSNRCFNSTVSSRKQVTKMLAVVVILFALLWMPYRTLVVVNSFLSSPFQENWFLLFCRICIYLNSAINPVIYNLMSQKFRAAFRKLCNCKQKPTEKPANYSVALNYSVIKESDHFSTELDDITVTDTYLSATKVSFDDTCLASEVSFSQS
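TRHR-expressing cells loaded with fluo-8 calcium dye; 23 nL library compound pin-transferred, kinetic FDSS fluorescence (Ex 480/Em 530) recorded about 180 s for agonist-induced calcium release, before a 10 nM TRH EC20 addition for potentiator mode.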
BLM helicase inh – qHTS Assay for Inhibitors of Bloom's syndrome helicase (BLM) | RecQ-like DNA helicase BLM (Homo sapiens), P54132 | recombinant BLM DNA unwinding, fluorescence dequenching | Potency, µM (titrated, usually from 56.1 µM), inactives show at the top dose activity change, negative = inhibition, usual class: inhibitors | actives 0.2% (n = 350,000) | AID 2528, 2010;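 also: potency is read from the fitted curve at half-maximal effect; plate controls were vehicle for no effect and no enzyme for full effect; nearly all actives have a fitted effect of over 35% in size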
* = called active by the depositor; ? = inconclusive; . = no result given; [ ] = another dose, or the depositor's remark. Unless noted, calls follow the shape of the dose curve; as a rule, active = well fitted curve in the direction sought with a large enough effect; inconclusive = small, poorly fitted or top-dose-only effect, or another doubt; inactive = no such curve, though single readings can be large; an effect the other way counts as inactive or inconclusive. A portion of the library, so the mix of outcomes need not match the whole.

SMILES | ERG Ets-DNA blk | Apoferritin bind | 12-LOX inh | APEX1 inh | Pol kappa inh | Pol beta inh | POLI inh | TRHR agonist | BLM helicase inh
O=C(COC(=O)CCSc1ccc(Cl)cc1)NCc1ccco1 | 14% | -18% | 0% | -1% | -3% | -6% | 79%[activator] | -1.4 | -10%
COc1cccc(NC(=O)CSc2nc3ccsc3c(=O)n2-c2ccc(C(=O)O)cc2)c1 | 11% | -9% | -12% | -1% | -3% | 14% | 130%[activator] | 0.1 | -1%
Cc1nn(C)c(C(=O)NNC(=S)NC2CCCCC2)c1Br | 3% | -19% | -2% | 12% | 2% | -6% | 10% | 1.0 | -3%
NC(=O)c1ccccc1NC(=O)CS(=O)(=O)Cc1ccccc1 | 1% | -11% | -6% | -2% | -3% | -27% | ? | 0.3 | 7%
Cc1ccc(OCCC(=O)Nc2ccc(F)c(F)c2)cc1 | 2% | -12% | -17% | -6% | -7% | -21% | 11% | 0.5 | -7%
CCCCCCOc1ccc(/C(N)=N/O)cc1 | 5% | ? | 75%[activator] | -2% | 0% | -21% | -6% | -2.3 | -1%
CCCCN(CCCC)C(=O)c1cc2c(=O)n3cccc(C)c3nc2s1 | 0% | -8% | -26% | . | -24% | ? | 6% | -1.0 | -21%
Cn1c(=O)c2c(-c3ccccc3)n3c(c2n(C)c1=O)C(c1ccc([N+](=O)[O-])cc1)Nc1ccccc1-3 (stereo not drawn) | 1% | 2% | ? | . | -4% | ? | -9% | -0.3 | -1%
COCCNC(=O)CSc1nc2ccccc2c(=O)n1CCC(=O)NCCc1ccc(OC)c(OC)c1 | 11% | -3% | 5% | 14% | 9% | 6% | 27% | 1.1 | -3%
CCOC(=O)c1sc(NC(=O)c2ccccc2)cc1C | -3% | 257%[activator] | 0% | ? | -1% | -3% | 3% | -0.2 | -3%

Profiles as entered above.
Listed for O=C(COC(=O)CCSc1ccc(Cl)cc1)NCc1ccco1 : ERG Ets-DNA blk: 14%; Apoferritin bind: -18%; 12-LOX inh: 0%; APEX1 inh: -1%; Pol kappa inh: -3%; Pol beta inh: -6%; POLI inh: 79%[activator]; TRHR agonist: -1.4; BLM helicase inh: -10%
Listed for COc1cccc(NC(=O)CSc2nc3ccsc3c(=O)n2-c2ccc(C(=O)O)cc2)c1 : ERG Ets-DNA blk: 11%; Apoferritin bind: -9%; 12-LOX inh: -12%; APEX1 inh: -1%; Pol kappa inh: -3%; Pol beta inh: 14%; POLI inh: 130%[activator]; TRHR agonist: 0.1; BLM helicase inh: -1%

Of the compounds above, five contain nitrogen in an aromatic ring.
SMILES | ERG Ets-DNA blk | Apoferritin bind | 12-LOX inh | APEX1 inh | Pol kappa inh | Pol beta inh | POLI inh | TRHR agonist | BLM helicase inh
COc1cccc(NC(=O)CSc2nc3ccsc3c(=O)n2-c2ccc(C(=O)O)cc2)c1 | 11% | -9% | -12% | -1% | -3% | 14% | 130%[activator] | 0.1 | -1%
Cc1nn(C)c(C(=O)NNC(=S)NC2CCCCC2)c1Br | 3% | -19% | -2% | 12% | 2% | -6% | 10% | 1.0 | -3%
CCCCN(CCCC)C(=O)c1cc2c(=O)n3cccc(C)c3nc2s1 | 0% | -8% | -26% | . | -24% | ? | 6% | -1.0 | -21%
Cn1c(=O)c2c(-c3ccccc3)n3c(c2n(C)c1=O)C(c1ccc([N+](=O)[O-])cc1)Nc1ccccc1-3 (stereo not drawn) | 1% | 2% | ? | . | -4% | ? | -9% | -0.3 | -1%
COCCNC(=O)CSc1nc2ccccc2c(=O)n1CCC(=O)NCCc1ccc(OC)c(OC)c1 | 11% | -3% | 5% | 14% | 9% | 6% | 27% | 1.1 | -3%

The list goes on:
SMILES | ERG Ets-DNA blk | Apoferritin bind | 12-LOX inh | APEX1 inh | Pol kappa inh | Pol beta inh | POLI inh | TRHR agonist | BLM helicase inh
CCC1(C)NC(=O)N(CC(=O)Nc2sc3c(c2C(=O)OC)CCCCC3)C1=O (stereo not drawn) | -4% | -18% | -14% | 3% | -9% | 19% | 10% | 0.0 | -4%
COc1ccc(CN2CCN(Cc3cccc4nonc34)CC2CCO)c(C)c1C (stereo not drawn) | -4% | -16% | -6% | 34%[activator] | -2% | 16% | 148%[activator] | 0.0 | 0%
O=C(NCCCSc1ccccc1)c1cc(Br)ccc1O | 19% | -6% | -39% | 18% | -8% | 16% | 13% | 1.6 | -1%
COC(=O)[C@]1(Cc2ccccc2)N[C@H](c2ccc(-c3cccc(Cl)c3)c(OC)c2)[C@@H]2C(=O)N(C)C(=O)[C@@H]21 | -6% | . | 40µM* | . | 2% | . | ? | . | .
CNC(=O)c1c(O)c2cccc3c2n(c1=O)CCC3 | 7% | -9% | -20% | -10% | -2% | 31% | 111%[activator] | -0.5 | -11%
CC(=O)N(C(C)=O)N1C(=O)C2C3c4ccccc4C(c4ccccc43)C2C1=O (stereo not drawn) | -7% | -11% | -2% | 1% | 1% | 2% | -12% | -1.3 | -5%
c1ccc(N2CCN(c3nc(NCc4ccco4)c4ccccc4n3)CC2)cc1 | -14% | -4% | ? | -2% | -8% | -30% | -3% | 0.3 | -17%
Cc1cccc(N2C(=O)CC(SC(N)=Nc3ccccc3)C2=O)c1 (stereo not drawn) | 8% | ? | -12% | 0% | -7% | -1% | -3% | 1.2 | -1%
COc1ccc(NS(=O)(=O)c2cccc(C(=O)NNC(=O)c3cccc(NC(C)=O)c3)c2)cc1 | 0% | . | -16% | -4% | -5% | . | 16% | 0.1 | .
COc1ccccc1/C=C/C(=O)OCCN1CCOCC1 | 2% | -4% | -15% | -6% | -11% | 24% | -1% | 0.4 | 0%
Cn1c(=O)c2c(nc(NCCc3ccccc3)n2Cc2cccc(Br)c2)n(C)c1=O | 1% | -9% | 0% | . | -20% | 0% | 21% | -1.1 | -4%
COc1ccc(C(C(=O)NC(C)(C)C)N(C(=O)CCC(=O)Nc2cc(C)on2)c2cc(C)cc(C)c2)cc1 (stereo not drawn) | 12% | -10% | -9% | 9%[12.4 µM] | 3% | 1% | 123%[activator] | -0.8 | -3%
OCCCNCc1ccc(N(c2ccccc2)c2ccccc2)cc1 | 6% | -16% | ? | 33% | 2% | -1% | -8% | 3.6 | -2%
O=c1c2ccccc2[nH]c(=S)n1CC1CCCO1 (stereo not drawn) | -1% | . | -10% | . | -6% | . | 4% | . | .
Cc1ccc2cc(/C=C3\N=C(c4ccccc4)OC3=O)c(N3CCOCC3)nc2c1 | 6% | -6% | ? | 6% | -1% | 9% | ? | -0.4 | 2%
O=C(Nc1ccc(N2CCOCC2)cc1N1CCOCC1)c1ccccc1 | -6% | . | -46% | 53%[activator] | -3% | . | 5% | . | .
COc1ccc(/C=C(/NC(=O)c2ccccc2)c2nc3ccccc3[nH]2)cc1OC | 5% | -2% | 0% | -16% | 2% | 43% | 12% | -0.1 | -1%
COC(=O)c1cc(C(=O)OC)[nH]n1 | 2% | -2% | -5% | 0% | 1% | 26% | 23% | 0.3 | 2%
Cc1ccc(CSC2=Nc3ccccc3C3=NC(CC(=O)NC4CCCCC4)C(=O)N23)cc1 (stereo not drawn) | -7% | -17% | ? | . | 0%[60.1 µM] | -1% | 12% | -0.4 | -3%
Cc1ccc(-n2c(C)nc3c(cnn3-c3ccccc3C)c2=O)cc1F | 8% | -7% | 0% | . | -3% | 26% | 8% | -0.8 | -9%
Cc1ccc(S(=O)(=O)N2CCN(C(=O)COC(=O)CCOc3ccccc3C)CC2)cc1 | -4% | . | ? | -10% | -8% | . | 3% | 0.0 | .
CCOC(=O)CSc1nnc(CNC(=O)c2ccc(S(=O)(=O)N3CCOCC3)cc2)n1C | 7% | -1% | -10% | -2% | 0% | -11% | -9% | 0.4 | -5%
CC(c1ccccc1)N1CC(C(=O)N2CCN(c3ccc(F)cc3)CC2)CC1=O (stereo not drawn) | -3% | -10% | 13% | -4% | 0% | 18% | 6%[58.9 µM] | -0.1 | 3%
CCNC(=O)CN(c1ccc(Br)c(C)c1)S(C)(=O)=O | 8% | -1% | -1% | -2% | 2% | 3% | 91%[activator] | -0.4 | -3%
C/[N+]([O-])=C\c1coc2ccccc2c1=O | 1% | -3% | 156%[activator] | 2% | -7% | 5% | -5% | 0.1 | 2%
COc1ccc(S(=O)(=O)N2CCC(c3nc4ccccc4s3)CC2)cc1OC | 3% | 1% | -24% | . | 3% | 24% | ? | -1.8 | -1%
NNC(=O)[C@@H]1C[C@@H]1c1ccccc1 | 0% | 8% | 0% | 2% | 7% | 5% | 21% | 0.4 | 3%
CC(O)CNCCOc1ccccc1OCc1ccccc1 (stereo not drawn) | -1% | -4% | -8% | 19% | -13% | 20% | 109%[activator] | -3.3 | 3%
O=C1CSC(c2ccccc2)N1Cc1ccccn1 (stereo not drawn) | -12% | 9% | 0% | 2% | -7% | 29% | 163%[activator] | 1.1 | -1%
